BoNT-A LC inh2: blocks Botulinum neurotoxin A light chain protease. actives 0.17% (n = 360,000). AID 588499. multiplex microsphere protease substrate cleavage, flow cytometry. inhibition, % at 10 µM; further: plate controls were buffer without enzyme for full effect and enzyme alone for no effect
BH1578 lux ind: quorum light induction in luxS cqsA deficient V. cholerae. V. cholerae BH1578 lux reporter, luminescence, 6 h. activation, % at 18.7 µM. actives 0.16% (n = 350,000). AID 588436; in the data active means activation mostly above about 9.7%, no sharp cut-off; inconclusive means no clear call, values can overlap the other calls; inactive means mostly below about 3.7%; further: not every result past the cut was called active; inactives centre near 0; reference of the scale not given here
TcdB inh: TcdB glycohydrolase inhibition | AID 652162 | actives 0.24% (n = 350,000) | P18177 | inhibition, % at 9.99 µM | TcdB glycohydrolase enzymatic assay, plate reader; in the data active means inhibition above about 10%
PfHsp40 yeast: restores yeast growth despite PfHsp40 toxicity. S. cerevisiae expressing PfHsp40, growth rescue, ATP luminescence. growth rescue, % at 12.5 µM. actives 0.68% (n = 340,000); in the data active means growth rescue above about 28%, passing the limit was not always enough; inconclusive means no clear call, values can overlap the other calls;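 further: yeast W303a lacking pdr1 and pdr3 grown in galactose medium; growth measured after three days at 30 °C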
Anthrax LF inh2: blocks Bacillus anthracis lethal factor protease; inhibition, % at 10 µM; P15917; actives 0.12% (n = 360,000); AID 588501; multiplex microsphere protease cleavage assay, LF; further: plate controls were buffer without enzyme for full effect and enzyme alone for no effect
Y pestis TopoI: Y. pestis Topo-I inhibition via cleavage products | Y. pestis Topo-I cleavage product accumulation, plate reader | activity, % at 10 µM | actives 0.064% (n = 360,000) | AID 504884; in the data active means activity above about 50%, passing the limit was not always enough; inconclusive means no clear call, values can overlap the other calls; further: inactives centre near 2
SSB-PriA inh: inhibitors of Klebsiella pneumoniae PriA binding to SSB C-terminal tail. AlphaScreen SSBct-PriA binding, biotinylated peptide. actives 0.6% (n = 430,000). inhibition, % at 33 µM. AID 1272365; in the data active means inhibition mostly above about 37%, no sharp cut-off; inactive means mostly below about 20%;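 further: plate controls were negative control peptide for no effect and reference peptide for full effect; strong numbers were not always called active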
SARS 3CLpro inh: SARS-CoV 3CLpro protease inhibition | P0C6X7 | recombinant SARS-CoV 3CLpro, quenched FRET peptide cleavage | inhibition, % at 6 µM | actives 0.14% (n = 290,000) | AID 1706; in the data active means inhibition above about 12%
PrPC TRFRET: inhibitors of human cell surface prion protein PrPC. P04156. TR-FRET read-out. inhibition, % at 13.8 µM. actives 0.43% (n = 370,000). AID 720596; in the data active means inhibition above about 24%; further: 0% = median of the test wells and 100% = reference compound wells
Numbers without * were called inactive; i = inactive; ? = inconclusive; nt = no result given; & = joins results of further samples. Unless noted, no stated cut-off is given here; in the data, active means inhibition above about 30%; inconclusive means no clear call, values can overlap the other calls; inactive means below that.

SMILES | BoNT-A LC inh2 | BH1578 lux ind | TcdB inh | PfHsp40 yeast | Anthrax LF inh2 | Y pestis TopoI | SSB-PriA inh | SARS 3CLpro inh | PrPC TRFRET
CC(C)CC(NC(=O)C(CC(C)C)NC(=O)OC(C)(C)C)C(=O)O (stereo not given) | -0.2 | -1.7 | nt | -1.1 | 0 | 3 | -15 | -2 | -5
C=CCn1c(SCC(=O)N2CCc3ccccc3C2)nc2sc(C)cc2c1=O | 0.0 | i | nt | 1.5 | -4 | 24 | -18 | 0 | 3
COc1ccc(C(=O)NCc2nnc(SCC(=O)Nc3cccc(F)c3)o2)cc1 | -0.2 | i | 0.0 | -1.0 | 0 | -1 | 4 | 7 | -4
CCSc1nc(O)c(CC)c(=O)n1C(C)CC (stereo not given) | 0.2 | 1.4 | nt | 0.0 | 0 | -9 | -5 | 4 | 5
CCCC1Cc2nc(N3CCCCC3)c(C#N)cc2CO1 (stereo not given) | -0.1 | -0.2 | 0.5 | 2.1 | -4 | 29 | -22 | -2 | nt
COCCCN1C(=O)C(=O)/C(=C(/O)c2ccc(OC)cc2)C1c1ccc(O)c(OC)c1 (stereo not given) | 0.1 | i | nt | -1.9 | -6 | -12 | nt | -2 | -1
O=C(CCSc1nc(-c2ccco2)cc(C(F)(F)F)n1)NCc1cccs1 | -0.2 | nt | nt | 1.2 | -4 | 2 | 0 | -5 | 0
O=C1C=C(c2cc3ccccc3s2)C[C@@H](c2ccc(Cl)cc2)C1 | 0.9 | 1.6 | 0.7 | 0.9 | 0 | 7 | -15 | nt | -4
CCOc1cc(OCC)cc(C(=O)N2CCC[C@H]2C(=O)N2CCC[C@H]2C(=O)N[C@H](C)c2ccccc2)c1 | 0.2 | nt | 3.4 | nt | 2 | nt | nt | nt | -5
Cc1cccc(Nc2c3c(nc4ccccc24)CCC3)c1 | -0.3 | i | 2.3 | -0.9 | 5 | 14 | 3 | -6 | 16
CCOC(=O)C1CCN(C(=O)COC(=O)CNC(=O)c2sc3ccccc3c2Cl)CC1 | nt | i | 0.5 | 0.4 | nt | 22 | -5 | nt | 5
CCC1CCCCN1Cc1ccc(CNS(=O)(=O)c2ccc3c(c2)oc(=O)n3C)o1 (stereo not given) | -5.8 | -11 | nt | 0.1 | -2 | 0 | -8 | -4 | -6
Cc1cc(C=O)c(C)n1C(C)C | 1.3 | i | 0.0 | 2.1 | -2 | 0 | 0 | -2 | 3
COc1ccc(/C=C/C(=O)Oc2ccc(C)c(C)c2)cc1OC | -0.4 | -0.3 | 1.4 | 2.4 | 0 | 24 | -28 | 3 | -2
CN(C)Cc1c(C(=O)N/N=C/c2ccoc2)nnn1-c1nonc1N | 1.9 | -0.4 | -0.3 | -2.9 | 2 | 3 | nt | -5 | 5
COC(=O)C[N+](C)(C)CC#Cc1ccccc1 | -0.5 | -0.3 | 0.8 | 0.4 | -1 | 5 | -15 | 2 | -5
COC(=O)C(=Nc1ccccc1)/C(C(=O)C(=O)N(C)c1ccccc1)=C(\O)c1ccc(Cl)cc1 | 0.4 | -0.4 | -0.3 | 3.0 | -7 | -11 | nt | 4 | 5
COc1cc(/C=C/C(=O)OCC(=O)c2ccc3c(c2)NC(=O)CO3)ccc1OC(F)F | 0.0 | i | 2.2 | -0.4 | -1 | 4 | -11 | nt | 6
O=C(CSc1nc(=O)n2cc(Cl)ccc2n1)NCCc1ccccc1 | 5.2 | i | 0.1 | 1.3 | 0 | -4 | 12 | nt | -9
O=C(OCC#CCSc1nnc(-c2ccc(Br)cc2)o1)c1cccs1 | -0.3 | 0.3 | -0.6 | 2.2 | -2 | -8 | -61 | -4 | -4
Cc1cc(C)nc(NC(=O)CSc2nc3cc(Cl)ccc3s2)n1 | 0.0 | i | nt | 66* | 0 | 4 | -19 | -1 | -3
COc1ccc(Cl)cc1-c1cc(C(=O)Nc2ccc(Br)cc2)[nH]n1 | -0.2 | -0.4 | 0.1 | nt | -8 | -12 | nt | nt | 16
Cc1c(C(=O)N(CCO)Cc2ccccc2)oc2c(F)cccc12 | 0.4 | 4.3 | 7.2 | 0.0 | -6 | 17 | -2 | -3 | 9
Cc1cc(C2(c3ccc(O)c(C)c3)OC(=O)c3ccccc32)ccc1O | 0.4 | -0.7 | -2.8 | 0.3 | -3 | -21 | 4 | 0 | 2
CCOC(=O)c1ccc2nc(NC(C)=O)sc2c1 | -0.8 | -0.3 | 0.5 | 0.2 | 0 | 9 | 2&-4 | 0 | 1
SMILES | BoNT-A LC inh2 | BH1578 lux ind | TcdB inh | PfHsp40 yeast | Anthrax LF inh2 | Y pestis TopoI | SSB-PriA inh | SARS 3CLpro inh | PrPC TRFRET
C=CCOc1cccn2c(N(C)C(=O)c3ccc(OC)cc3)c(CC)nc12 | 0.0 | -0.1 | -0.8 | nt | -4 | 7 | nt | nt | -1
Cc1ccc(OCCN2CCOCC2)cc1C | nt | 0.4 | -0.8 | -1.8 | nt | -5 | 7 | 1 | 7
O=C(NCc1ccco1)c1nc2c(nnn2Cc2ccccc2Cl)c(=O)[nH]1 | 1.4 | -1.7 | 1.0 | 1.9 | 5 | 2 | 15 | -1 | -9
O=C(CCN=C1NS(=O)(=O)c2ccccc21)OCc1cccc(Cl)c1 | 2.6 | 1.4 | 2.8 | nt | -2 | -4 | 6 | nt | 1
COc1cc(C=O)ccc1OCCSc1ccc(C)cc1 | 3.2 | 1.8 | 2.7 | -0.8 | -5 | -2 | -72 | 1 | -1
N#Cc1cccc(C(=O)Nc2ccccc2C(=O)NC2CC2)c1 | ? | -3.8 | 1.5 | -0.1 | ? | -4 | -1 | nt | 4
COc1ccc(CCn2c(=O)c3cccnc3n(Cc3cccc([N+](=O)[O-])c3)c2=O)cc1OC | -0.9 | -0.3 | -0.8 | 0.5 | -4 | 0 | 3 | -3 | -3
CSc1ccc(CNC(=O)C(C)n2nc(C)c3c(C)n(-c4ccccc4)nc3c2=O)cc1 (stereo not given) | -0.2 | -0.1 | -0.1 | 0.7 | -1 | 30 | 1 | -1 | 7
COC(=O)c1sccc1NC(=O)c1csc2c1CCCC2 | -0.7 | -0.6 | 2.1 | -1.7 | -8 | 4 | -41 | -4 | nt
COc1ccc([N+](=O)[O-])cc1N1C(=O)c2cccc3cccc(c23)C1=O | -0.3 | -0.2 | 1.2 | 0.0 | -2 | 0 | 2 | 6 | -3
Cc1nc(-c2ccc(C#N)cc2)cs1 | 1.0 | -0.3 | 0.6 | -0.7 | -6 | -4 | -5 | 0 | 2
COc1ccc(CC(=O)N2CCCc3ccccc32)cc1OC | 0.3 | i | nt | 0.5 | 2 | -5 | -2 | 1 | 0
O=C(NCc1ccccc1)c1ccc2nnsc2c1 | -0.3 | -1.7 | -2.3 | 2.6 | 2 | -3 | -10 | -1 | -4
CCOC(=O)c1c(S(=O)(=O)Nc2ccc(CN3CCC(C)CC3)cc2)c(C)n(C)c1C | -2.1 | -0.4 | 0.6 | -0.6 | 0 | 7 | 0 | 3 | -7
Cc1cc(C)c2nc(N)sc2c1 | 0.1 | -5.3 | nt | 0.6 | -5 | -5 | 1&1 | -1 | 1
Cc1c(C(=O)O)sc2nc(/C=C/c3cccc(F)c3)[nH]c(=O)c12 | -3.3 | -0.7 | 0.7 | 0.0 | -6 | 4 | 0 | -1 | 1
CC(=O)Nc1ccc(NC(=S)NC(=O)c2oc3ccccc3c2C)cc1 | 1.2 | -3.7 | nt | 1.1 | 1 | 1 | -8 | -4 | 3
CC1CCc2c(sc(NC(=O)c3ccco3)c2C(=O)O)C1 (stereo not given) | 0.3 | -0.3 | -11 | ? | -1 | 6 | -5 | 0 | 0
CN(C)CCN=Cc1c(O)n(Cc2ccc3c(c2)OCO3)c(=S)[nH]c1=O | nt | -0.8 | -0.5 | 82* | nt | -3 | -22 | 0 | 0
Cc1ccc(Cl)cc1NC(=O)C(Cc1ccccc1)N1C(=O)C2C3CCC(C3)C2C1=O (stereo not given) | 2.4 | -0.7 | nt | 3.5 | -1 | 18 | -9 | 3 | 0
Cc1ccc(-n2nnnc2SCC(=O)NC(C(=O)O)(c2ccccc2)c2ccccc2)cc1C | -0.5 | 0.2 | 0.1 | -0.1 | 2 | 10 | -8 | 14* | -4
Cc1ccc(/C=N/NC(=O)c2sccc2OCc2ccc(F)cc2)cc1 | 0.2 | i | nt | -0.4 | -3 | 15 | nt | -2 | 6
Nc1nccnc1C(=O)OCC(=O)NCCc1ccc(S(N)(=O)=O)cc1 | nt | -0.4 | -0.3 | -2.0 | nt | -18 | 26 | nt | -3
O=C(COc1ccc(Br)cc1)NC(=S)Nc1ccccc1N1CCOCC1 | -1.6 | -0.6 | 0.3 | 0.5 | 1 | 2 | -2 | 0 | -9
O=C1Nc2ccccc2/C1=C/c1ccnc2ccccc12 | -0.9 | -0.9 | 3.4 | -0.3 | -9 | 5 | 7 | -2 | 0
SMILES | BoNT-A LC inh2 | BH1578 lux ind | TcdB inh | PfHsp40 yeast | Anthrax LF inh2 | Y pestis TopoI | SSB-PriA inh | SARS 3CLpro inh | PrPC TRFRET
CCOC(=O)c1c(C)[nH]c(C(=O)N2CCN(c3ccc(OC)cc3)CC2)c1C | -0.8 | 0.2 | 1.7 | 3.0 | -5 | 11 | 16 | 2 | -5
O=C(/C=C/c1cccc([N+](=O)[O-])c1)NCCSCc1ccccc1Cl | 0.2 | -0.4 | nt | 4.4 | -3 | 23 | 5 | 6 | 2
CC(C)(C)c1ccc(NC(=O)c2c(F)cccc2Cl)cc1 | 0.6 | i | 3.7 | 0.3 | -10 | -2 | -15 | 0 | 9
OCCC1CN(Cc2ccc(-c3ccco3)cc2)CCN1Cc1ccsc1 (stereo not given) | -0.4 | -0.2 | 0.9 | -0.5 | -2 | 15 | 10 | 4 | 3
COc1ccc(C(=O)Nc2n[nH]c(-c3ccncc3)n2)cc1 | -5.5 | -0.2 | nt | 1.5 | -4 | 11 | -8 | 0 | 0
CCCCCCn1c(C(C)O)nc2ccccc21 (stereo not given) | 0.4 | 0.0 | nt | -1.2 | -4 | 2 | -9 | -1 | 12
Cc1[nH][nH]c(=O)c1C(c1ccc(-c2ccc(F)cc2)o1)c1c(C)[nH][nH]c1=O | -0.7 | i | -2.4 | -0.7 | -4 | 6 | 0 | 5 | -8
CCOc1cc(N2CCOCC2)c(OCC)cc1NC(=O)CSc1ncccc1C(=O)O | -0.7 | i | -8.8 | 0.2 | -1 | 4 | 0 | nt | 2
CCN(CC)c1ccc(NC(=O)c2cc(OC)cc(OC)c2)c(C)c1 | -0.5 | -0.3 | nt | 0.3 | -1 | 0 | 15 | 3 | 17
COc1cc2c(cc1OC)/C(=C/c1ccc(Cl)cc1)C(=O)OC2 | -0.7 | i | nt | ? | 0 | -5 | 7 | 3 | 0
Cc1ccc(NC(=O)CN(C)C(=O)Cn2ccsc2=N)cc1 | -1.0 | -0.3 | 1.3 | 0.6 | -1 | 3 | 8 | 2 | 0
N#CC1=C(SCC(=O)Nc2ccccc2)NC(=O)CC1c1ccco1 (stereo not given) | 1.2 | -7.1 | nt | -0.9 | 0 | -2 | -10 | 5 | 6
CC(=O)c1cccc(NC(=O)COC(=O)C2CCCN2C(=O)c2cccs2)c1 (stereo not given) | -0.5 | i | 0.7 | -0.4 | 0 | 5 | 0 | nt | -1
COc1ccc(Cn2c(-c3ccc(C)cc3)c[n+]3ccccc23)cc1 | -0.2 | i | 1.2 | 1.9 | 2 | 7 | -12 | 4 | 13

Entries of single compounds, quoted from the list:
Shown for CCCCCCn1c(C(C)O)nc2ccccc21 (stereo not given) = BoNT-A LC inh2: 0.4; BH1578 lux ind: 0.0; TcdB inh: nt; PfHsp40 yeast: -1.2; Anthrax LF inh2: -4; Y pestis TopoI: 2; SSB-PriA inh: -9; SARS 3CLpro inh: -1; PrPC TRFRET: 12
Shown for O=C(/C=C/c1cccc([N+](=O)[O-])c1)NCCSCc1ccccc1Cl = BoNT-A LC inh2: 0.2; BH1578 lux ind: -0.4; TcdB inh: nt; PfHsp40 yeast: 4.4; Anthrax LF inh2: -3; Y pestis TopoI: 23; SSB-PriA inh: 5; SARS 3CLpro inh: 6; PrPC TRFRET: 2

Screening results (PubChem)

This is a subset; count on the stated rates, not on these rows.
